Screening data from PubChem BioAssay.
14-3-3 Bad PPI: disrupts binding of bovine 14-3-3 zeta to phospho-Bad peptide; P63103; TR-FRET 14-3-3zeta/Dy647-pBad peptide displacement, 1 h; inhibition, % at 21.7 µM; 220,000 tested, 0.71% active; AID 781;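 active = inhibition above about 70%, limit read from the data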;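 also: 0% = full 14-3-3 plus peptide FRET controls and 100% = background without 14-3-3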
Target sequence (P63103 whole entry, looked up): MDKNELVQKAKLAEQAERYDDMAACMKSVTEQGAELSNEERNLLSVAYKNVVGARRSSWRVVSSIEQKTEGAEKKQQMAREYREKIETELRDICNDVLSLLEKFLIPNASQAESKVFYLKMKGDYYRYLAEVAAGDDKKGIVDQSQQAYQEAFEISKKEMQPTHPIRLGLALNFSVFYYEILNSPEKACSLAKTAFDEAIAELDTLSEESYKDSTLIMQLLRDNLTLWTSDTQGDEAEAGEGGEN
p97 inhibitor: inhibitors of human p97 ATPase. inhibition, % at 8 µM. 220,000 tested, 0.42% active. recombinant p97 ATPase, Kinase-Glo ATP luminescence, 3 h. P55072; in the data active = inhibition above about 15%;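 also: 0% = DMSO vehicle and 100% = wells lacking enzyme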
Rad51 HR inh: blocks human Rad51 in homologous recombination. 200,000 tested, 0.085% active. hRad51 DNA strand exchange, fluorescence dequenching. Q06609. inhibition, % at 10 µM;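 active = inhibition above 40% at the single screening dose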;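 also: 0% = DMSO control wells and 100% = blanks with heterologous ssDNA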
Target sequence (Q06609 whole entry, looked up): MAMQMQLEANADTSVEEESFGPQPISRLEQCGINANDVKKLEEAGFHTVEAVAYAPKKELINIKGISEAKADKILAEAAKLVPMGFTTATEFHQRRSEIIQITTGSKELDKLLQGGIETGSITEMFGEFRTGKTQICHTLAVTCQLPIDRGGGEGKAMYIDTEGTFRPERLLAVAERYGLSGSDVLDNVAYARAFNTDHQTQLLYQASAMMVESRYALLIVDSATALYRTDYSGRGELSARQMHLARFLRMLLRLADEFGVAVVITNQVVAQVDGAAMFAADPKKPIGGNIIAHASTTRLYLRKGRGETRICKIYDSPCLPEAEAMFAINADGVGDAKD
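System: hRad51 filaments on single-stranded DNA; reagent: Fluorescein- and BHQ1-tagged 47-mer duplex; compound dosing: one concentration, 10 µM final; timing: filaments 15 min 37 °C, then compound 30 min; measured by: fluorescein emission 520 nm, excitation 485 nm; benchmarks: per-plate controls and blanks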
KLK5 inh: blocks human kallikrein 5 protease activity. recombinant hK5, fluorogenic AMC substrate cleavage. inhibition, % at 5 µM. 210,000 tested, 0.59% active;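 active = inhibition of 40% or more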;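 also: 0% = enzyme controls without compound and 100% = no-enzyme blanks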
Target sequence (Q9Y337 67-293 limits assumed): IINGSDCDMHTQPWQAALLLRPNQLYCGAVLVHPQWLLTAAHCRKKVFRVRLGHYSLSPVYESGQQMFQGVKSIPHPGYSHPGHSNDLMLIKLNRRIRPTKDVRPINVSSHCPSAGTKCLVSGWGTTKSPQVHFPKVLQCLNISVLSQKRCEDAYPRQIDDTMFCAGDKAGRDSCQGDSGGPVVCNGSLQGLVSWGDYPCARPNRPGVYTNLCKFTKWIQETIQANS
Mdm2 ligase inh: Mdm2 E3 ligase (human) inhibition | Q00987 | cell-based MDM2 ubiquitination luciferase reporter, 2 h; 0 = plate control, 100 = twice control, blank-subtracted | AID 1230 | 210,000 tested, 0.11% active | signal enhancement, % at 5 µM;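 active = signal enhancement of 30% or more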;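 also: luminescence tracks abundance of the self-degrading MDM2-luciferase fusion protein; higher signal means inhibition of MDM2 E3 ligase activity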
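Assay system: stable mammalian line carrying autodegrading MDM2–luciferase fusion reporter; Input: 2000 cells in each well; Compound dosing: single-point 5 µM; Schedule: 2 h compound exposure at 37 °C; Signal: SteadyLite luciferase luminescence after 15 min room-temperature reagent incubation; Evaluation: % luminescence enhancement versus blank-corrected plate control mean; Benchmarks: plate controls and plate blanks.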
FXIa inh 1536: factor XIa (human) inhibition. purified FXIa, Boc-Glu-Ala-Arg-AMC fluorogenic substrate. inhibition, % at 5 µM. 220,000 tested, 0.14% active;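 active = inhibition of at least 40%; inactive = inhibition below 40%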;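 also: fluorescence of freed AMC excited at 355 nm; 0% = enzyme without compound and 100% = no enzyme blank; many of its hits are not listed in these tables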
FXIIa inh 1536: blocks human coagulation factor XIIa protease activity. AID 800. 220,000 tested, 0.3% active. inhibition, % at 5 µM. purified FXIIa, Boc-QGR-AMC fluorogenic substrate, 2 h; in the data active = inhibition above about 40%;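 also: 0% = enzyme with no compound and 100% = blank without enzyme; many of its hits are not listed in these tables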
Wee1 stabilizer: inhibitors of human Wee1 degradation; HeLa Luc-Wee1K328M stability, luciferase luminescence; 100% = proteasome inhibitor MG132 effect; P30291; 220,000 tested, 1.2% active; reporter increase, % at 5 µM; AID 1321;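 active = activation above the mean of all tested compounds plus 3 SD, set per screening run, cut at about 8.8% in these data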;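 also: cells exposed to compound for 20 h before luminescence read; 0% = DMSO alone and 100% = MG132 at 30 µM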
eIF4E-4G inh: eIF4E/eIF4G interaction inhibition in translation initiation | P63073+Q04637 | 220,000 tested, 0.37% active | inhibition, % at 21.7 µM | TR-FRET eIF4E-eIF4GI(517-606) binding, 2 h;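 active = inhibition above about 30%, limit read from the data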;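 also: 0% = full FRET control wells and 100% = background wells lacking eIF4GI fragment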
Numbers without * were called inactive; · = no result given; [ ] = dose if it differs, or a comment.

14-3-3 Bad PPI	p97 inhibitor	Rad51 HR inh	KLK5 inh	Mdm2 ligase inh	FXIa inh 1536	FXIIa inh 1536	Wee1 stabilizer	eIF4E-4G inh	SMILES
6	-10	·	2	-4	4	36	1	-17	COc1ccc(S(=O)(=O)N2CCCN(CC(=O)Nc3ccc4c(c3)OCO4)CC2)cc1
-12[fluorescence artefact?]	1	·	-6	-15	-1	6	1	2[fluorescence artefact?]	COc1ccc(S(=O)(=O)N2CCN(C3Cc4ccccc4C3)CC2)cc1
-8	3	2	-17	-7	-6	-1	6	0	CC1=CC(C)(C)NC(=S)N1c1ccccc1C
-10	2	30	-5	6	-3	5	7	1	CC1CCC2(CC1)NC(=O)N(NC(=O)CCl)C2=O (configuration not stated)
-1	2	1	-1	1	-5	5	-4	5	O=C(Nc1ccc(N2CCOCC2)cc1)C1CC(=O)N(c2ccc(Cl)cc2)C1 (configuration not stated)
0	-4	-2	-7	-10	7	11	-1	7	CC(=O)c1ccc(OCC(O)CN2CCC(C)CC2)cc1 (configuration not stated)
2	2	6	-17	-22	0	-4	-1	5	COc1ccccc1-n1c(N)cc(=O)nc1SCC(=O)Nc1cc(C)on1
1	1	·	·	-7	-3	13	0	-1	O=C(/C=C\c1ccccc1[N+](=O)[O-])Nc1ccccc1
10	2	-1	1	1	-5	1	-2	-5	Cc1nc(NCCNC(=O)c2ccco2)c2c(C)c(C)sc2n1
-19	0	-2	-1	-13	-1	10	1	2	CCC(CC)C(=O)OCC(=O)Nc1cccc(S(=O)(=O)N(C)c2ccccc2)c1
-4	-5	2	-4	-8	-5	-5	-1	-1[fluorescence artefact?]	Cc1cccc(NC(=S)NC2CC3CCCC(C2)N3Cc2cccs2)c1 (configuration not stated)
5	-7	-3	0	0	1	10	1	2	CCNc1nc2c(c(=O)[nH]c(=O)n2C)n1Cc1ccc(F)cc1

The final 4 entries of the part before lead into the next:
14-3-3 Bad PPI	p97 inhibitor	Rad51 HR inh	KLK5 inh	Mdm2 ligase inh	FXIa inh 1536	FXIIa inh 1536	Wee1 stabilizer	eIF4E-4G inh	SMILES
10	2	-1	1	1	-5	1	-2	-5	Cc1nc(NCCNC(=O)c2ccco2)c2c(C)c(C)sc2n1
-19	0	-2	-1	-13	-1	10	1	2	CCC(CC)C(=O)OCC(=O)Nc1cccc(S(=O)(=O)N(C)c2ccccc2)c1
-4	-5	2	-4	-8	-5	-5	-1	-1[fluorescence artefact?]	Cc1cccc(NC(=S)NC2CC3CCCC(C2)N3Cc2cccs2)c1 (configuration not stated)
5	-7	-3	0	0	1	10	1	2	CCNc1nc2c(c(=O)[nH]c(=O)n2C)n1Cc1ccc(F)cc1
-6	-6	-3	-12	-10	1	7	1	0	CCOC(=O)C1=C(C)NC(=O)NC1c1ccc(OC(=O)c2ccco2)cc1 (configuration not stated)
-1	1	11	4	-15	-5	2	5	2	Cc1ccc(OCc2ccc(Br)cc2)c([N+](=O)[O-])n1
7	-7	-8	1	3	-4	-3	2	-2	CCOC(=O)c1cccc(NC(=O)CSc2nnc(C3CCCCC3)n2C)c1
8	4	4	-28	-3	2	2	-1	3[fluorescence artefact?]	CCc1ccc(N2CC(C(=O)OCC(=O)NC3CCS(=O)(=O)C3)CC2=O)cc1 (configuration not stated)
·	1	-4	32	-3	2	11	4	·	COc1ccc(CC(=S)N2CCOCC2)cc1
4[fluorescence artefact?]	-1	-6	-7	-22	1	11	-2	-3	O=c1onc(-c2cccs2)n1Cc1ccccc1
0	-2	0	-10	-4	-3	-2	-3	4	Cc1ccc(NC(=O)CN(C)Cc2ccc(F)cc2)c([N+](=O)[O-])c1
-3	3	5	0	·	-1	9	-1	1	Nc1cc(C(=O)N/N=C/c2cccc([N+](=O)[O-])c2)n[nH]c1=O
-3	-2	·	-3	·	-3	4	-3	-9	CC(=O)NC1(C(F)(F)F)C(=O)Nc2c1c(=O)[nH]c(=O)n2-c1ccccc1 (configuration not stated)
0	0	-13	8	-13	-3	11	1	20	CCc1ccc2nc(NC(=O)Cn3cnc4ccccc4c3=O)sc2c1
-6	7	-4	5	-3	4	4	-4	5	O=C(Nc1ccccc1)O/N=C1/CCCc2occc21
6	2	2	-5	-22	4	14	-1	-1	Cc1ccccc1-n1c(SCC(=O)N2CCOCC2)nc(O)cc1=O

Some entries already given with just Wee1 stabilizer, KLK5 inh and Rad51 HR inh.
Compound | Wee1 stabilizer | KLK5 inh | Rad51 HR inh
Cc1ccc(OCc2ccc(Br)cc2)c([N+](=O)[O-])n1 | 5 | 4 | 11
CCOC(=O)c1cccc(NC(=O)CSc2nnc(C3CCCCC3)n2C)c1 | 2 | 1 | -8

The list goes on.
14-3-3 Bad PPI	p97 inhibitor	Rad51 HR inh	KLK5 inh	Mdm2 ligase inh	FXIa inh 1536	FXIIa inh 1536	Wee1 stabilizer	eIF4E-4G inh	SMILES
14	-1	1	-20	2	-2	9	7	-4	Cc1cc(C)nc(-n2nc(C)c(Sc3ccc(F)cc3)c2N)n1
0	1	-1	0	-3	-6	9	0	5	Cc1cc(C(F)(F)F)nc(NCc2ccc(F)cc2)n1
-5	-4	-10	-14	-5	4	5	-1	1	CC(=O)NCCn1c(SCc2ccccc2C)nc2ccccc2c1=O
4	2	0	1	-15	7	13	-1	-5	CCn1c(SCC(=O)c2[nH]c(C)c(C(C)=O)c2C)nnc1-c1cccs1
-3	-1	-8	13	-13	7	7	-1	1	CCOC(=O)N1CCN(C(=O)CSc2nnc(-c3ccccc3OC)o2)CC1
-6	4	-4	-13	·	9	13	-3	5	O=S(=O)(Nc1ccc2c(c1)nc1n2CCN(Cc2ccccc2)C1)c1ccccc1
-4	5	·	-11	·	6	8	7	1	O=[N+]([O-])c1c(NCCCO)cc(Sc2ccc(Cl)cc2)c2nonc12
-5	2	14	-10	-4	5	14	-1	0	CCOc1ccc2nc(NC(=O)CN3CCN(C)CC3)sc2c1
0	7	-4	-6	-15	0	-1	-2	-2	CC(=O)N1CC2([N+](=O)[O-])CN(C(C)=O)CC([N+](=O)[O-])(C1)C2(C)C
-32	8	·	-7	0	8	12	0	-3	Cc1ccc(-n2c(O)c(C=NCc3ccccn3)c3ccccc3c2=O)cc1C
68	-4	·	-5	-2	-3	4	4	0	COc1cccc(CN2CCN(S(=O)(=O)c3ccc(NC(C)=O)cc3)CC2)c1OC
5	6	-1	-4	-1	3	7	-4	0	COCCOC(=O)C1=C(C)N(c2ccccc2)C(=O)NC1c1cccc([N+](=O)[O-])c1 (configuration not stated)
6	4	-9	9	0	4	13	-1	2	Cc1ccc(S(=O)(=O)NCCC(=O)NCc2ccccc2)cc1
-6	2	·	-3	-9	-4	4	0	-4	COc1ccc(C(=O)NCc2nnc(SCC(=O)N3CCC(C)CC3)o2)cc1
-1	-1	14	-3	-13	-2	5	-2	-1	CSc1sc(C(=O)Nc2ccc(F)cc2F)c2c1C=CCC2
-4	4	·	-21	-2	-8	0	-1	-5[fluorescence artefact?]	Cc1sc2nc(-c3ccncc3)[nH]c(=O)c2c1-c1ccccc1
3	2	·	-4	-20	17	21	0	-2	O=C(NCCCN1CCOCC1)c1ccc(Br)cc1
-1	-1	2	-20	-7	1	7	1	3	COC(=O)c1sc2nc(-c3ccccc3)nc(N3CCN(C)CC3)c2c1C
0[fluorescence artefact?]	2	1	-18	-11	-9	0	3	-1	N#C/C(=C(/O)CN1CCCCC1)c1nc(-c2ccc(Cl)cc2)cs1
0	4	-15	12	-18	0	-2	0	6	NC(=O)N/N=C(/CCCCCC/C(=N\NC(N)=O)c1ccccc1)c1ccccc1
-10[fluorescence artefact?]	-7	4	-27	-6	-4	-7	-1	6[fluorescence artefact?]	Cc1cc(C)c(C#N)c(SCC(=O)NC2CC2)n1
16	0	-9	-8	-11	-3	5	0	33*	O=C(OCc1cc(=O)n2c(n1)sc1ccccc12)c1ccc(O)cc1O
-4	4	-1	-4	-20	6	25	3	3	COc1cc(OC)cc(-c2nnc(SCC(=O)N3CCOCC3)o2)c1
6	3	-1	4	-25	0	-8	0	4	CC1CCC(NC(=O)c2ccc(N3CCCC3=O)cc2)CC1 (configuration not stated)
-5	1	1	-19	-17	-3	12	-2	-11	CCC(=O)N1CCNC(=O)C1CC(=O)Nc1ccc(C)c(Cl)c1 (configuration not stated)
-4	8	0	15	·	2	11	1	-13	O=C(Nc1nnc(Cc2ccc([N+](=O)[O-])cc2)s1)c1ccc2c(c1)OCO2
1	4	0	-12	-6	5	14	0	-1	O=C(NCCc1ccccc1)c1ccc(NC2=NC3CS(=O)(=O)CC3S2)cc1 (configuration not stated)
2	-3	-34	-4	-7	-3	5	-1	0	Cc1nc2c(C#N)c(-c3ccc(Cl)cc3)ccn2n1
-1	3	4	1	-11	2	6	2	2	CC(=C\c1ccccc1)/C=C1/SC(=O)N(CCCC(=O)Nc2ccc(C(=O)O)cc2)C1=O
3	6	0	-14	2	0	22	0	-6[fluorescence artefact?]	Cc1nnc(SCCOC(N)=O)n1C
-11	6	0	8	-11	1	10	1	-1	NC(=O)CSc1nnc(NC(=O)c2cccc(S(=O)(=O)N3CCCCC3)c2)s1
-11	3	-2	-23	-16	-6	-8	-3	-1	O=[N+]([O-])c1cc(O)c2ncccc2c1
3	-11	-1	-6	-17	15	21	-1	-3	Cc1cccc(-n2ccnc2SCC(=O)N2CCCc3ccccc32)c1C
44	-8	-1	2	20	5	5	-1	5	CC(=O)c1cc2c(cc1NC(=O)CN1CCCCCCC1)OCO2
